Compound activity deposited in PubChem BioAssay by National Center for Advancing Translational Sciences (NCATS).
IL-1B inflam inh = qHTS for Inhibitors of Inflammasome Signaling: IL-1-beta AlphaLISA Primary Screen; THP-1 LPS/ATP IL-1B secretion, AlphaLISA, 16 h; stronger effect = lower value; activity change, % at 57.5 µM; 360,000 compounds, 4.7% hits; AID 743279, 2014; in the data active = activity change below about -50%; inconclusive = mostly about -30% to -49%; also: % is scaled to controls: 0 for no effect and ±100 for the full control effect
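THP-1 cells pretreated 1 hr with compounds (up to 57.5 uM final), then stimulated with LPS (250 ng/mL final) plus ATP (1.25 mM final); secreted IL-1B measured by AlphaLISA after 16 hr, decreased signal indicating inhibition.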
WRN helicase inh = qHTS for Inhibitors of WRN Helicase | Bifunctional 3'-5' exonuclease/ATP-dependent helicase WRN (Homo sapiens), Q14191 | WRN helicase unwinding, fluorescent forked duplex, kinetic | Potency, µM (top dose mostly 114 µM), for inactives: top-dose activity change, negative = inhibition, usual class: inhibitors | 360,000 compounds, 0.46% hits; also: potency is read from the fitted curve at half-maximal effect; % is scaled to controls: 0 for no effect and ±100 for the full control effect; nearly all actives have a fitted effect of over 55% in size
Target sequence (Q14191 whole entry, looked up): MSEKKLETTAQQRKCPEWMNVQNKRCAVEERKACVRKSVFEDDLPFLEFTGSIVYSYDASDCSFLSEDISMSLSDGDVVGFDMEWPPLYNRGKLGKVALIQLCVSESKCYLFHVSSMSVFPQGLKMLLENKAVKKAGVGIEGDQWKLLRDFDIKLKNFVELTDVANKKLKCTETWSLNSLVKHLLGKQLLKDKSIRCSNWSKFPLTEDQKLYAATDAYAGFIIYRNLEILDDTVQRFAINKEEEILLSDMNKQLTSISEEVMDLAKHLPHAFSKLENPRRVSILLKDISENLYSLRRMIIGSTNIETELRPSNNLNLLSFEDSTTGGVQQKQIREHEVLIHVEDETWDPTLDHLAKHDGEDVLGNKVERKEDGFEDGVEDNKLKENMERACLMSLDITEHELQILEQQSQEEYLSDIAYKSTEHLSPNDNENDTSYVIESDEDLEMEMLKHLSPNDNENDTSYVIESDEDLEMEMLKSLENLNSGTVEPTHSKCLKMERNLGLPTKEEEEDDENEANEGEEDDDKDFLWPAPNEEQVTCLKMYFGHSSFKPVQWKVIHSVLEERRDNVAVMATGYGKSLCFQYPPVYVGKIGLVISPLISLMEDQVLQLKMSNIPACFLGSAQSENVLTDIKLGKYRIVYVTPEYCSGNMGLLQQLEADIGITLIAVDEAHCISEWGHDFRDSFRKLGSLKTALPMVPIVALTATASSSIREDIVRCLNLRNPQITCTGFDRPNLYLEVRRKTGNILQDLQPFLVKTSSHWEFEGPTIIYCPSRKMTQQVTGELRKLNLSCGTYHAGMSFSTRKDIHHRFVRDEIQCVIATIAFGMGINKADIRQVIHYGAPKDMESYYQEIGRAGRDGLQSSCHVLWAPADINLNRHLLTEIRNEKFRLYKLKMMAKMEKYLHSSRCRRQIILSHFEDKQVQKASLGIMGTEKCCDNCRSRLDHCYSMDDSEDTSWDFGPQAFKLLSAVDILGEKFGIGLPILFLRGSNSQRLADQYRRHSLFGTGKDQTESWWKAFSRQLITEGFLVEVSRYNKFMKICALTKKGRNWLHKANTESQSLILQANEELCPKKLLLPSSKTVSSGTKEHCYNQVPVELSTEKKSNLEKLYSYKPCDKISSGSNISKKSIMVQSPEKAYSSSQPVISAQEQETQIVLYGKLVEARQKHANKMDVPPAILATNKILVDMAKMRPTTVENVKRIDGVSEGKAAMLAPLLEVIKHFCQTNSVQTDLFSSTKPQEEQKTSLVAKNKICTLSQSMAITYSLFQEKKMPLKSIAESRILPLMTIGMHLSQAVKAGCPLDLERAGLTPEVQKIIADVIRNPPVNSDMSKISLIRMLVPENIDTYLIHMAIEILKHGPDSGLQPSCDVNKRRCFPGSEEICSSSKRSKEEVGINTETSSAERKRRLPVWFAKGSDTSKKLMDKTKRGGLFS
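Enzyme (20 nM final) and test compound sit together 15 min at room temperature before substrate addition. Substrate is a single-forked duplex oligonucleotide (100 nM) labelled with fluorophore and quencher, with 2 mM ATP; helicase unwinding raises red fluorescence, read kinetically.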
SW480 rerep = A quantitative high throughput screen for small molecules that induce DNA re-replication in SW480 colon adenocarcinoma cells; SW480 DNA re-replication, Hoechst DNA content imaging, 48 h; Potency, µM (series often up to 46.1 µM), for the others: at the highest dose re-replication activation, usual class: activators; 340,000 compounds, 1.8% hits; AID 624297, 2012; also: potency is read from the fitted curve at half-maximal effect; % of control where 0% means no effect; nearly all actives have a fitted effect of over 55% in size
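250 cells/well; 23 nL cpd via pin tool; 48 hr, 37 C, 5% CO2; Hoechst 40 min; imager read of total nuclear intensity, ex 405/em 500-530 nm.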
MCF10A rereplic = A quantitative high throughput screen for small molecules that induce DNA re-replication in MCF 10a normal breast cells; MCF 10A DNA re-replication, Hoechst nuclear intensity, 48 h; 350,000 compounds, 2.9% hits; AID 624296, 2012; Potency, µM (top dose mostly 46.1 µM), inactives show at the highest dose activity, positive = re-replication, actives largely listed as activators; also: potency is read from the fitted curve at half-maximal effect; % of control where 0% means no effect; nearly all actives have a fitted effect of over 50% in size
HT1080-NT tox = qHTS for induction of synthetic lethality in tumor cells producing 2HG: qHTS for the HT-1080-NT fibrosarcoma cell line | HT-1080-NT fibrosarcoma viability, CellTiter-Glo ATP luminescence, 48 h | Potency, µM (highest dose often 46.1 µM), for inactives: top-dose activity, negative = less viability, most hits filed as cytotoxic | 360,000 compounds, 1.6% hits | AID 686970, 2013;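 also: NT is the 2HG producing partner of a matched IDH1 knockdown line; potency is read from the fitted curve at half-maximal effect; 0% = DMSO-treated cells and -100% = media-only wells without cells; nearly all actives have a fitted effect of over 55% in size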
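Luminescent CellTiter-Glo readout after 48 hours of compound exposure at 37 degrees C defined viability of HT-1080-NT cells. Activity was normalized to DMSO wells and cell-free media wells; concentration-response curves were fitted and assigned curve classes.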
HT1080 IDH1KD tx = qHTS for induction of synthetic lethality in tumor cells producing 2HG: qHTS for the HT-1080-IDH1KD cell line | 360,000 compounds, 2% hits | Potency, µM (top dose mostly 46.1 µM), for inactives: at the top dose activity, negative = toxicity, usual class: cytotoxic | HT-1080 IDH1 knockdown viability, ATP luminescence, 48 h;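 also: potency is read from the fitted curve at half-maximal effect; 0% = DMSO wells and -100% = cell-free medium wells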
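Knockdown cells (IDH1KD HT-1080) received compounds 2 h after plating at 750 cells/well and were kept 48 h at 37 °C in 5% FBS RPMI. A CellTiter-Glo luminescence read gave % activity for curve fitting.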
KB-V1 cytotox = qHTS assay for MDR1-selective chemotherapeutics: Primary screen using the drug-selected MDR subline cells KB-V1; KB-V1 MDR cells viability, CellTiter-Glo, 72 h; 400,000 compounds, 3.4% hits; Potency, µM (titrated, usually from 46.1 µM), for inactives: at the top dose activity change, negative = cytotoxicity, most hits filed as cytotoxic; also: potency is read from the fitted curve at half-maximal effect; % is scaled to controls: 0 for no effect and ±100 for the full control effect; nearly all actives have a fitted effect of over 60% in size
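Cytotoxicity toward P-gp-expressing KB-V1 cells was determined as loss of CellTiter-Glo luminescence after 72 h at 37 degrees C. Compounds were tested in quantitative HTS format across a concentration range, with curves fitted to normalized data.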
ATXN2 expr inh = Primary qHTS for Inhibitors of ATXN expression; HEK-293 ATXN2-luciferase reporter, luminescence, 24 h; Potency, µM (highest dose often 57 µM), inactives show at the highest dose activity change, negative = inhibition, usual class: inhibitors; 360,000 compounds, 0.72% hits; AID 1745845, 2022; also: potency is read from the fitted curve at half-maximal effect; % is scaled to controls: 0 for no effect and ±100 for the full control effect; nearly all actives have a fitted effect of over 55% in size
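qHTS (up to 57 uM final) was run with 24 h compound exposure of reporter cells at 37 °C. Each well was multiplexed: SteadyGlo luminescence measured ATXN2-luciferase expression after a fluorogenic Gly-Phe-AFC viability readout (25 uM final).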
KB-3-1 tox = qHTS assay for MDR1-selective chemotherapeutics: Primary screen using the parental adenocarcinoma cell KB-3-1. KB-3-1 viability, CellTiter-Glo ATP luminescence, 72 h. Potency, µM (highest dose often 46.1 µM), for inactives: top-dose activity change, negative = cytotoxic, hits mostly cytotoxic. 400,000 compounds, 1.4% hits. AID 1347075, 2019; also: potency is read from the fitted curve at half-maximal effect; % is scaled to controls: 0 for no effect and ±100 for the full control effect; nearly all actives have a fitted effect of over 60% in size
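Viability of parental KB-3-1 cells, measured by CellTiter-Glo luminescence, followed a 72 h incubation at 37 °C with pinned compounds in phenol-red-free DMEM containing 10% FBS.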
* hit, by the source's call; ? = inconclusive; · = no result given; & = joins results of further samples; [ ] = another dose, or the depositor's remark. Unless noted, calls follow the shape of the dose curve; as a rule, active = well fitted curve in the direction sought with a large enough effect; inconclusive = small, poorly fitted or top-dose-only effect, or another doubt; inactive = no such curve, though single readings can be large; an effect the other way counts as inactive or inconclusive.

SMILES	IL-1B inflam inh	WRN helicase inh	SW480 rerep	MCF10A rereplic	HT1080-NT tox	HT1080 IDH1KD tx	KB-V1 cytotox	ATXN2 expr inh	KB-3-1 tox
COc1ccc(CC(=O)Oc2ccc(F)c(F)c2)cc1S(=O)(=O)N1CCOCC1	7	0%	-2%	0%	6%	14%	3%	10%	-12%
COc1ccc(CC(=O)NNC(=O)c2cccs2)cc1	-3	-4%	2%	8%	-1%	-17%	-8%	72%[activator]	-2%
O=C(CCCN1C(=O)c2cccc3cccc(c23)C1=O)NCc1cccs1	-1	-5%	-1%	-2%	-3%	-15%	-26%	?	23%
Cn1nnnc1SCc1nc2scc(-c3ccc(Cl)cc3)c2c(=O)[nH]1	?	-2%[11.6 µM]	?	13%	?	?	?	-26%	0%
C[C@]12CC[C@@H]3c4ccc(OS(=O)(=O)O)cc4CC[C@H]3[C@@H]1CCC2=O	6&9	0%&6%	-8%&-11%&-10%	3%&3%&1%	?	1%&13%	3%&7%	2%&12%	0%&0%
O=C(Nc1cc(Cl)ccc1Cl)C1Cc2ccccc2O/C1=N\O (stereo not drawn)	?	11%	9%	0%	3%	-12%	8%	2%	6%
C/C(=N\NC(=O)CSc1nc2ccccc2[nH]1)c1ccncc1	-6	-7%	2%	-36%[inhibitor]	11%	8%	5%	30%	14%
Cc1nnc(SCc2cnc(-c3ccc(C(C)C)cc3)s2)n1C	-12	2%	-28%	1%	1%	4%	14%	·	-1%
COc1ccc(CCNC(=O)C2CCC(C(C)(C)C)CC2)cc1OC (stereo not drawn)	-28	6%	-2%	3%	4%	-17%	-2%	-20%	5%
O=C(Nc1nc2ccc(Cl)cc2s1)C1CC1	25	0%	-9%	1%	-11%	-5%	-31%	0%	?
O=C(Cc1ccc(Cl)cc1)Nc1ccccc1CO	0	2%	-3%	-1%	12%	2%	0%	-20%	5%
COc1ccc(/C=N/Nc2nnc(-c3ncc[nH]3)c3ccccc23)cc1	6	0%	2%	9%	2%	11%	?	45%[activator]	1%
C=CCn1cnc2scc(-c3ccc(C)cc3)c2c1=O	-6	2%	-3%[9.22 µM]	9%	-21%	-10%	3%	-12%	16%
COc1ccc(CCN2C(=O)c3ccccc3C2c2nnnn2-c2c(C)cccc2C)cc1OC (stereo not drawn)	2	3%	·	·	22%	13%	?	4%	5%
CC(=O)N1CSCC1C(=O)N1CCN(c2ccc(N3CCOCC3)nn2)CC1 (stereo not drawn)	-3	5%	-9%	-6%	-3%	6%	14%	-3%	4%
C=CCOC(=O)C1=C[C@H](c2ccc(Br)cc2)[C@@H](CCCO)[C@H](OCC)O1	0	9%	-2%	-5%	7%	1%	?	-5%	-18%
CCOC(=O)C1CCN(C(=S)Nc2ccc(Cl)cc2C)CC1	31	0%	-1%	-4%	-1%	8%	29%	-4%	17%
Cc1ccc(S(=O)(=O)N(C)C)cc1NC(=O)COC(=O)c1ccc(Cl)cc1	11	-3%[57.1 µM]	-88%[inhibitor][1.84 µM]	1%	0%	0%	13%	7%	12%
Cc1cc(OC(C)C(=O)NCC2CCC(C(=O)O)CC2)c2c(C)c(C)c(=O)oc2c1 (stereo not drawn)	26	-1%	-44%[inhibitor]	?	-4%	12%	16%	10%	0%
CC(C)(C)c1cc(C(=O)NNC(=O)c2ccc(C(F)(F)F)cc2)no1	10	1%	-17%	13%	-15%	-13%	-19%	5%	-2%

Some of the entries above in a different format.
Results follow in this order: IL-1B inflam inh	WRN helicase inh	SW480 rerep	MCF10A rereplic	HT1080-NT tox	HT1080 IDH1KD tx	KB-V1 cytotox	ATXN2 expr inh	KB-3-1 tox
> COc1ccc(/C=N/Nc2nnc(-c3ncc[nH]3)c3ccccc23)cc1
  6	0%	2%	9%	2%	11%	?	45%[activator]	1%
> C=CCn1cnc2scc(-c3ccc(C)cc3)c2c1=O
  -6	2%	-3%[9.22 µM]	9%	-21%	-10%	3%	-12%	16%

The listing continues:
SMILES	IL-1B inflam inh	WRN helicase inh	SW480 rerep	MCF10A rereplic	HT1080-NT tox	HT1080 IDH1KD tx	KB-V1 cytotox	ATXN2 expr inh	KB-3-1 tox
CNS(=O)(=O)c1ccc2c3c(cccc13)C(=O)N2	5	?	-14%[9.22 µM]	2%	-10%	-13%	-1%	-16%	-15%
COc1ccc(OCC(=O)Nc2ccc(OC)c(S(=O)(=O)N3CCCCC3)c2)cc1	2	-8%	16µM*	?	-18%	?	0%	-6%	21µM*
O=[N+]([O-])c1ccc(NCCNS(=O)(=O)c2ccccc2)cc1	14	-9%	-7%	13%	-21%	-6%	17%	-12%	?
O=C(NCc1ccccc1)c1onc(CSc2ccncc2)c1C(=O)NCc1ccccc1	40	-1%	-3%	1%	-1%	0%	0%	-5%	-4%
COc1ccc(/C=C(\C#N)C(=O)OC2CCOC2=O)cc1 (stereo not drawn)	6	-15%	-39%[inhibitor]	-44%[inhibitor]	3%	0%	2%	-18%	0%
COc1ccc(CCN2CC(C(=O)NCCc3cnn(C)c3)CCC2=O)cc1 (stereo not drawn)	-4	-3%	14%	1%	11%	23%	18%	11%	5%
COc1ccc(S(=O)(=O)N2CCN(CC(=O)c3c(N)n(C)c(=O)n(C)c3=O)CC2)cc1OC	-27	2%	·	·	-3%	-9%	14%	·	-1%
CCOc1ccc(CN(C(=O)c2ccco2)C2CCS(=O)(=O)C2)cc1 (stereo not drawn)	16	3%	-5%	-20%	0%	0%	4%	-6%	5%
CCOc1ccc(-n2c(=O)[nH]cc(C(=O)Nc3ccc(OC)c(OC)c3)c2=O)cc1	18	-21%	-1%	18%	-1%	-1%	8%	-7%	2%
COc1ccc2c(CC(=O)OCC(=O)Nc3ccc4c(c3)OCO4)coc2c1	39	2%	0%	4%	-5%	1%	-5%	0%	-1%
CC(C)n1[nH]c2ccccc2c1=O	1	-5%	·	·	14%	18%	0%	1%	?
CC(=O)C[C@@H]1OC[C@H](CO)N1S(=O)(=O)c1ccc(C)cc1	6	6%	·	·	22%	23%	0%	·	7%
C[C@H]1NC(=O)[C@@]2(C)[C@@H](c3ccccc3)[C@H]3COc4ccccc4[C@@H]3N2C1=O	-6	-5%	-14%	-3%	0%	-15%	0%	1%	0%
N#Cc1nc(-c2ccccc2F)oc1NCCN1CCOCC1	-20	5%	0%	9%	3%	1%	-4%	3%	9%
Fc1ccc(COc2ccc(C(=S)N3CCCC3)cc2)cc1	-28	-12%	17%	?	-3%	-4%	-5%	61%[activator]	4%
C/C(=N\O)c1ccn(S(=O)(=O)c2ccc(Cl)cc2)c1	0	6%	-3%	3%	-2%	1%	3%	-34%	-33%
CSc1ccccc1NC(=O)C1CC(c2ccccc2Cl)=NO1 (stereo not drawn)	15	-1%	-1%	3%	-11%	-14%	-12%	-2%	-10%
O=C(N/N=C/c1ccco1)C1CC1(c1ccccc1)c1ccccc1 (stereo not drawn)	?	-25%	-12%	2%	9%	-5%	21µM*	-3%	13%
O=C(Cc1ccc(Cl)cc1)Nc1cccc2ncccc12	20	-1%	-1%	-4%	-2%	2%	?	-3%	-4%
CC(C)c1nc(C(=O)N2CCCC(CCC(=O)N(C)CCc3ccccn3)C2)cs1 (stereo not drawn)	9	11%	1%	-6%	-1%	3%	4%	·	3%
COc1cccc(CN2CCN(C(c3ccccc3)c3ccccc3)CC2)c1O	-12	2%	?	?	-13%	-11%	-20%	?	?
COc1cc2oc(=O)ccc2c(OC)c1CC(O)C(C)(C)O (stereo not drawn)	3	1%	-1%	-12%	19%	13%	?	8%	16%
CCN(CC)S(=O)(=O)c1ccc(CNC(=O)CN2C(=O)NC3(CCc4ccccc43)C2=O)cc1 (stereo not drawn)	-7	-1%	4%	5%	8%	5%	?	3%	2%
COc1ccc(NC(=O)CN2C(=O)NC3(CCCCC3C)C2=O)cc1S(=O)(=O)N1CCOCC1 (stereo not drawn)	8	2%	-5%	0%	6%	4%	12%	9%	0%
COC(=O)C1=CN(C2CCCCC2)C=C(C(=O)OC)C1c1ccc2c(c1)OCO2	-8	-2%	7.3µM*	13µM*	-27%	-12%	10%	·	3%
CCCCCC(=O)OC(CN1CCCCC1)CN1CCCC1=O (stereo not drawn)	11	-33%[57.1 µM]	-7%	-6%	10%	14%	-9%	1%	6%
COc1ccc(C2=C(c3ccccc3)OC(OC)c3cc(F)ccc32)cn1 (stereo not drawn)	-6	-9%	·	·	-21%	-21%	13%	-10%	?
CCc1nnc(NC(=O)[C@@H](NC(=O)c2cc(OC)cc(OC)c2)C(C)C)s1	15	-27%	0%	7%	-3%	-4%	2%	-6%	0%
CC(OC(=O)c1ccccc1NS(=O)(=O)c1cccc(N)c1)C(=O)N(C)Cc1ccccc1 (stereo not drawn)	-12	-1%	1%	-21%	4%	3%	3.7µM*	-1%	?
O=C(COC(=O)CNC(=O)c1sc2ccccc2c1Cl)Nc1c(Cl)cc(Cl)cc1Cl	0	-3%	1%	6%	16%	?	0%	-1%	-4%
